# Lipid storage S3: qHTS Assay for Lipid Storage Modulators in Drosophila S3 Cells; AID 2685; 320,000 compounds, 0.64% hits; lipid storage change, negative = inhibition, % at the top dose, mostly 46.1 µM; hits show Potency in µM; Drosophila S3 cells, BODIPY lipid droplet fluorescence, 18-24 h; cells fed with added oleic acid; active means well fitted inhibition curve with a large enough effect in the signal ratio, with a control signal flat, not every such curve was filed as active; inconclusive means small, poorly fitted or top-dose-only effect, or effect the other way, or a change in a side signal; the % refers to the signal ratio
#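 Laser-scanning cytometry quantifies lipid droplet accumulation (500–530 nm total intensity; droplet/cell object ratio) in oleic acid-fed (400 uM added) Drosophila S3 cells treated with a concentration series. 20 uM Triacsin C defined 100% inhibition.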
# Lipid storage S3 cell count max: further read-out of Lipid storage S3, marked with its call; cell number change, %; measured here: cell count max response;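 cells counted by Cell Tracker Red CMTPX staining in the red channel; peak over a dose series mostly up to 46.1 µM; percent activity relative to internal control wells on each plate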
# The depositor's hits bear a star; i = inactive; ? = inconclusive; · = no result given. On the % scale 0 is the no-effect control and ±100 the full control effect; potency means the concentration at half of the fitted maximal effect.
SMILES,Lipid storage S3,Lipid storage S3 cell count max
COc1ccccc1N1CCN(C(=O)c2cccc3c(=O)c(C)c(-c4ccccc4)oc23)CC1,-1%,-13
CC1(C)CC(=O)N(c2ccc(Cl)cc2Cl)C(=O)C1,14%,-8
CC(=O)Nc1cccc(-n2c(=O)n(Cc3ccccc3)c(=O)c3[nH]cnc32)c1,5%,-4
Cc1ncn(-c2ccccc2)c1-c1ccccc1,19%,26
CC1CCc2c(C(=O)Nc3ccc(OC(F)(F)F)cc3)csc2C1 (centres undefined),?,·
COc1ccc(C(=O)C2=NN(C(C)=O)CC2c2ccco2)cc1 (centres undefined),-9%,-9
NC(=O)/C(=N\OC(=O)c1ccco1)c1nc(-c2ccc(Br)cc2)cs1,?,·
Cc1ccc(NC(=O)c2ccccc2OCc2ccc([N+](=O)[O-])cc2)nc1,-12%,-12
COc1cc(OC)cc(-c2c(-c3cccs3)c3cc(-c4ccc(OC)nc4)ccc3n2C)c1,?,·
CCC(=O)N(C1=C(NC)C(=O)c2ccccc2C1=O)C(C)C,6%,·
CC(=O)N1CCc2ccc(S(=O)(=O)Nc3ccccc3Cl)cc21,?,·
COC(=O)C1=C(C)N(Cc2cccnc2)C(=O)/C1=C\c1cccs1,9%,11
CCCOc1ccc(N2C(=O)CC(N3CCC(c4nc5ccccc5o4)CC3)C2=O)cc1 (centres undefined),22%,7
Cc1ccccc1C(=O)N1CCC(C(=O)N(CC(C)C)c2c(N)n(CC(C)C)c(=O)[nH]c2=O)CC1,?,·
Cc1ccc(C(=O)OCC(=O)Nc2ncc(Cl)cc2Cl)cc1NC(=O)c1ccco1,?,·
CCN(CC)S(=O)(=O)c1cccc(NC(=O)CNc2cccc(S(=O)(=O)N3CCCC3)c2)c1,?,·
O=C1CCCN1c1ccc(S(=O)(=O)NCc2ccc(F)cc2)cc1,-8%,11
Cc1ccccc1OCC(=O)Nc1ccc2c(c1)C(=O)c1ccccc1C2=O,19%,6
COc1cccc(/C=C2\SC(=S)N(CCCC(=O)Nc3ccc(C(=O)O)cc3)C2=O)c1,?,·
CCc1ccc(/C=N/NC(=O)c2cc(C3CC3)nc3ccccc23)s1,?,·
Cc1cc(C)n2c(SCc3ccc(C#N)cc3)nnc2n1,?,·
COc1cc(NC(=O)c2cccs2)c(C(=O)OCC(=O)c2cc(C)n(-c3ccccc3)c2C)cc1OC,?,·
CC(C)CC(=O)CC1(O)C(=O)Nc2ccccc21 (centres undefined),-8%,-12
Cc1cccn2c(CNCCCOc3cccnc3)c(C(=O)N3CCOCC3)nc12,-5%,2
COc1cccc(CNC(=O)Cn2nc(-c3ccc(Cl)cc3)ccc2=O)c1,?,·
CCOc1ccc(-c2cc(CCCC(=O)NCc3ccco3)no2)cc1,22%,7
O=C1CCC(c2ccccc2)=NN1,1%,8
CC1=C(C(N)=O)C(c2ccc(Cl)cc2)n2nc(CCCO)nc2N1 (centres undefined),?,·
COc1cccc(CNC(=O)CCc2nnc(C3CCCCC3)o2)c1,?,·
CC/C(=N\NC(C)=O)c1ccc(OC(F)F)cc1,?,·

# In another format: results already given.
# Every second line gives: Lipid storage S3, Lipid storage S3 cell count max
> O=C1CCC(c2ccccc2)=NN1
 : 1%, 8
> CC1=C(C(N)=O)C(c2ccc(Cl)cc2)n2nc(CCCO)nc2N1 (centres undefined)
 : ?, ·

# Next results
SMILES,Lipid storage S3,Lipid storage S3 cell count max
COc1cc(-c2nc(CN(C)C(C)c3ccncn3)c(C)o2)ccc1F (centres undefined),14%,5
CC(=O)Nc1ccc(NS(=O)(=O)c2cn(C)c(=O)n(C)c2=O)cc1,?,·
CSC1=NCCCN1C(=O)c1c(-c2ccccc2Cl)noc1C,?,·
CCCNS(=O)(=O)c1ccc(CCC(=O)N2CCN(c3ccc(OC)cc3)CC2)cc1,?,·
O=C(/C=C/c1ccc(-c2ccccc2[N+](=O)[O-])o1)c1ccc(F)cc1,?,·
CC(C)(C)C1CCc2onc(C(=O)Nc3cnn(Cc4ccc(F)cc4)c3)c2C1 (centres undefined),?,·
CN(C)/C(=N\S(=O)(=O)c1ccccc1)c1ccccc1,?,·
COc1ccc(N2CC(NC(=O)NC(C)(C)C)CC2=O)cc1 (centres undefined),-9%,11
Cc1ccc(C2=N/C(=C\c3ccc(F)cc3)C(=O)N2)cc1,?,·
O=C(Cc1ccccc1[N+](=O)[O-])Nc1ccccc1C(=O)N1CCOCC1,-4%,-3
COc1ccc(-c2cc(C(=O)NCC(C)C)no2)cc1,?,·
COc1cc2c(cc1OC)C(c1ccccc1Br)NC(=O)C2 (centres undefined),i,22
CCOC(=O)c1c(C)nc2c(C#N)cnn2c1C,i,2
COc1cc(C2C(C(C)=O)=C(O)C(=O)N2c2ccc(C)cc2)ccc1O (centres undefined),3%,-8
Cc1cccc(N(CC(O)CON=C2c3ccccc3-c3ccccc32)S(C)(=O)=O)c1 (centres undefined),?,·
CC1(C)Cc2c(cnn2-c2ccc(F)cc2)C(NC(=O)C(C)(C)O)C1 (centres undefined),?,·
O=C(CSc1cn(CCNC(=O)c2cccs2)c2ccccc12)NC1CCCC1,?,·
C[N+]1(CCOS(=O)C23CC4CC(CC(C4)C2)C3)CCOCC1 (centres undefined),?,·
CCCCC(=O)OCC(=O)Nc1ccc(C)c(F)c1,7%,-2
COc1ccc(-c2ccc(=O)[nH]n2)cc1,10%,13
CCOc1ccccc1C(=O)Nc1ccccc1O,i,2
CC(=O)c1ccc(Nc2cnn(C34CC5CC(CC(CC(=O)O)(C5)C3)C4)c(=O)c2Cl)cc1,?,·
CN(C)/C=C/C(=O)c1ccc(S(=O)(=O)c2ccccc2)cc1,9%,21
CCOC(=O)CNC(=O)Cc1ccc(OC)cc1,-5%,8
COc1cc(CN2CCCC(C(=O)c3ccc(C(C)(C)C)cc3)C2)cc(OC)c1O (centres undefined),13%,6
CC1CC(C)CN(S(=O)(=O)c2ccc(Oc3ccc([N+](=O)[O-])cc3)cc2)C1 (centres undefined),15%,19
CCNC(=O)N(CCOC)CC1CCCN(C2Cc3ccccc3C2)C1 (centres undefined),3%,2
Cc1ccc(NC(=O)/C(Cl)=C/c2ccccc2)cc1C,?,·
O=C(Nc1ccccc1)c1cc(S(=O)(=O)N2CCOCC2)cs1,i,·
CCCCn1c(N)c(N(CC(C)C)C(=O)c2cc(S(=O)(=O)N3CCCCC3)ccc2C)c(=O)[nH]c1=O,?,·
CC(=O)c1cnc2c(-c3cccc(Br)c3)cnn2c1C,?,·
O=C(CNC(=S)N(CCCN1CCOCC1)Cc1cccs1)NC1CCCCCCC1,-1%,10
COc1ccccc1C(=O)NC(CCSC)C(=O)N1CCC(Cc2ccccc2)CC1 (centres undefined),?,·
CCC(C)NC(=O)C1CCC(CNS(=O)(=O)c2ccccc2)CC1 (centres undefined),?,·
Cc1ccc(-c2nnc(Cc3ccc(Cl)cc3)o2)cc1,i,-16
Cc1ccc(N2CCN(S(=O)(=O)N(C)C)CC2)cc1C,-17%,6
CCOc1ccc(-c2c(=O)n(OCc3ccc([N+](=O)[O-])cc3)c3ccccc3[n+]2[O-])cc1,7%,-2
Cc1cc(C)cc(OCC(=O)N2CCCCCC2)c1,i,·
COc1ccc(CNC(=O)C(=O)NCCC2CCCCN2S(=O)(=O)c2ccccc2)cc1 (centres undefined),?,·
COc1cc2c(cc1OC)/C(=C/C#N)NC(C)(C)C2,?,·
O=C(CCCOc1ccccc1)Nc1cccnc1,0%,4
O=C(CCn1c(=S)oc2ccccc21)NC1CCCCC1,?,·
Fc1ccc(/C=N/N2CCCCC2)c(F)c1,?,·
Cc1cc(N2CCN(C(=O)c3ccco3)CC2)n2ncc(-c3ccccc3)c2n1,?,·
COc1ccccc1CNC(=O)C1(C)Oc2cccnc2NC1=O (centres undefined),?,·
CC(C)c1ccccc1NCC(=O)N1CCN(Cc2ccccc2)CC1,?,·
COc1ccccc1CCN1CCCC(CN(C)C(=O)c2ccc3nc[nH]c3c2)C1 (centres undefined),?,·
Cc1cccc2cc(CN(C(=O)c3cccs3)c3ccccc3)c(=O)[nH]c12,?,·
Cc1cc(NC(=O)CCc2ccccc2)c([N+](=O)[O-])cc1C,?,·
Cc1c(C)n(-c2ccccc2)c2ncnc(NCCCN(C)C)c12,12%,6

# The results go on.
SMILES,Lipid storage S3,Lipid storage S3 cell count max
O=S(=O)(NCC1CCCO1)c1cc(Cl)ccc1Cl (centres undefined),?,·
O=C(Nc1ccccc1)c1cc(S(=O)(=O)NCc2ccncc2)ccc1Cl,11%,-20
Cc1ccccc1N1CCN(Cc2cccc(C(=O)O)c2)CC1,-2%,-6
O=C(CCC(=O)Nc1nnc(C2CCCCC2)s1)NCc1ccc(F)cc1,?,·
CC1(N(O)/C=C2\C=CC=CC2=O)CCCCC1=O (centres undefined),-9%,5
O=C1CC(Sc2nnnn2-c2ccccc2)C(=O)N1c1cccc(Cl)c1 (centres undefined),?,·
Cc1[nH]c2ccccc2c1/C=N/Nc1nncn1N,?,·
CC(=O)N(C)c1ccc(NC(=S)Nc2ccccc2)cc1,i,·
O=C1CCCC2=C1C(c1ccsc1)CC(=O)N2c1ccccc1F (centres undefined),7%,11
CCOCC(=O)Nc1nnc(Cc2ccc(OC)cc2)s1,7%,5
CC(OC(=O)c1cc2sccc2n1C)C(=O)NCc1ccc(F)cc1 (centres undefined),?,·
Cc1cc2c(cc1C)/C(=C\C(N)=O)NC(C)(C)C2,?,·
CCCCOc1ccc(N=Cc2cccs2)cc1,?,·
CN(C(=O)c1coc(=O)c2ccccc12)c1ccccc1Cl,?,·
Cc1csc2sc(-c3ccnc(SCC(=O)NCc4ccccc4)n3)c(C)c12,-5%,20
Cc1nc(NC(=S)NC(=O)c2ccco2)sc1C(=O)N(C)C,i,·
CC(Oc1ccc(Cl)cc1Cl)C(=O)NNC(=O)c1ccncc1 (centres undefined),17%,10
CCN1C(=O)CC(N2CCN(c3ccc(Cl)cc3)CC2)C1=O (centres undefined),3%,5
COc1cc(C2C(C#N)=C(N)OC3=C2C(=O)CC(C)(C)C3)ccc1OCCN1CCOCC1 (centres undefined),?,·
CCOC(=O)c1oc2c(O)c(O)ccc2c(=O)c1-c1nncn1-c1ccccc1,-10%,-10
CCOC(=O)c1ccc(S(=O)(=O)N2CCC(C(=O)NCC3CCCCC3)CC2)cc1,?,·
CC(C)(C)C(=O)COC(=O)c1cc(-c2ccncc2)nc2ccccc12,?,·
O=C(c1ccco1)N1N=C(c2ccc(Cl)cc2)CC1c1ccco1 (centres undefined),?,·
COc1cc(C(=O)NC(=S)Nc2nc(-c3ccc(F)cc3)cs2)cc(OC)c1OC,?,·
CC(C)N(c1ccccc1)c1ccc(NC(=S)NCCN(C)C)cc1,4%,2
Cc1ccccc1-n1nc2c(c1NC(=O)C(C)C)CS(=O)(=O)C2,-8%,17
COc1cc(NC2c3ccccc3C(=O)N2Cc2ccccc2)cc(OC)c1OC (centres undefined),-5%,-5
O=C(CN(C(=O)CCC(=O)Nc1nccs1)c1ccc(F)cc1)NCC1CCCO1 (centres undefined),?,·
CCN1CCN(c2ccc(S(=O)(=O)N3CCCCC3)cc2NC(=O)Cc2c(F)cccc2Cl)CC1,i,7
CC(=O)Nc1ccc(O)cc1[N+](=O)[O-],?,·
CCN1CCN(c2oc(COc3ccc(-c4ccccc4)cc3)nc2C#N)CC1,?,·
COC(=O)c1c(NC(=O)CN2CCN(c3ncccn3)CC2)sc(C(N)=O)c1C,3%,14
O=C(O)Cn1c(=O)cnc2ccccc21,?,·
COC(=O)c1ccc(N/C(C)=C/C(=O)c2ccc(C)o2)cc1,i,·
Cc1cc(C)c2[nH]c(=O)c(CN(Cc3ccccc3)C(=S)NCCCN(C)C)cc2c1,18%,4
CCc1noc(C)c1C(=O)N1CCCC(CCC(=O)NCc2ccc(F)c(F)c2)C1 (centres undefined),?,·
O=C(COc1ccc(Cl)cc1)NCCNc1ccc([N+](=O)[O-])cc1,?,·

# Molecules shown so far with a thiophene ring, fused or not, in the order listed:
SMILES,Lipid storage S3,Lipid storage S3 cell count max
CC1CCc2c(C(=O)Nc3ccc(OC(F)(F)F)cc3)csc2C1 (centres undefined),?,·
COc1cc(OC)cc(-c2c(-c3cccs3)c3cc(-c4ccc(OC)nc4)ccc3n2C)c1,?,·
COC(=O)C1=C(C)N(Cc2cccnc2)C(=O)/C1=C\c1cccs1,9%,11
CCc1ccc(/C=N/NC(=O)c2cc(C3CC3)nc3ccccc23)s1,?,·
COc1cc(NC(=O)c2cccs2)c(C(=O)OCC(=O)c2cc(C)n(-c3ccccc3)c2C)cc1OC,?,·
O=C(CSc1cn(CCNC(=O)c2cccs2)c2ccccc12)NC1CCCC1,?,·
O=C(Nc1ccccc1)c1cc(S(=O)(=O)N2CCOCC2)cs1,i,·
O=C(CNC(=S)N(CCCN1CCOCC1)Cc1cccs1)NC1CCCCCCC1,-1%,10
Cc1cccc2cc(CN(C(=O)c3cccs3)c3ccccc3)c(=O)[nH]c12,?,·
O=C1CCCC2=C1C(c1ccsc1)CC(=O)N2c1ccccc1F (centres undefined),7%,11
CC(OC(=O)c1cc2sccc2n1C)C(=O)NCc1ccc(F)cc1 (centres undefined),?,·
CCCCOc1ccc(N=Cc2cccs2)cc1,?,·
Cc1csc2sc(-c3ccnc(SCC(=O)NCc4ccccc4)n3)c(C)c12,-5%,20
COC(=O)c1c(NC(=O)CN2CCN(c3ncccn3)CC2)sc(C(N)=O)c1C,3%,14

# These rows are one share of the data; the hit share may differ from the screen's.
